M5 antag: blocks acetylcholine activation of human M5 receptor; inhibition, % at 3 µM; 0.59% of 360,000 active; P08912; CHO-hM5 cells, Fluo-8 calcium fluorescence, ACh EC80;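 active = inhibition above a per-plate cutoff, the mean of that plate's test compounds plus 3 SD, cut at about 27% in these data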;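 also: 0% = acetylcholine EC80 with DMSO and 100% = DMSO without agonist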
Target sequence (P08912 whole entry, looked up): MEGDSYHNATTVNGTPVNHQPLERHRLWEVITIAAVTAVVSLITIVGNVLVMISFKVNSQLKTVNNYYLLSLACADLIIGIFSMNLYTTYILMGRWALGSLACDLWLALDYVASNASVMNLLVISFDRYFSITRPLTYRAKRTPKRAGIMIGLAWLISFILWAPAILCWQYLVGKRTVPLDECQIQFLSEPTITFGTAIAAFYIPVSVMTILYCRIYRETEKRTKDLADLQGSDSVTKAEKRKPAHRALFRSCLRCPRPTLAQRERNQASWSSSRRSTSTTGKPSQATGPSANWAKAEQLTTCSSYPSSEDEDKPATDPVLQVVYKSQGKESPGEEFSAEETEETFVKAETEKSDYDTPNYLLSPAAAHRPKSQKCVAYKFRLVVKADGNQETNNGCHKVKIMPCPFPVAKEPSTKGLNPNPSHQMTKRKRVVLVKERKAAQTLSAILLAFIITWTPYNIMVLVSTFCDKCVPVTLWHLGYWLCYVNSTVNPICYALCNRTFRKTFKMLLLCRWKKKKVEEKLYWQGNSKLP
CHRM5 agonist: CHRM5 agonism in calcium assay; CHO-K1 hM5 cells, Fluo-8 calcium fluorescence; 0% DMSO wells, 100% maximal acetylcholine response; 0.19% of 360,000 active; AID 624037; activation, % at 3 µM; P08912;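 active = activation above the run's mean over test compounds plus 3 SD, cut at about 23% in these data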;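 also: signal is peak over basal fluorescence ratio across the kinetic read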
CHRM4 antagonist: blocks acetylcholine activation of human M4 receptor. P08173. CHO-hM4 cells, ACh EC80, Fluo-8 calcium fluorescence. inhibition, % at 3 µM. 0.73% of 360,000 active. AID 624125;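 active = inhibition above its plate's cutoff, the mean inhibition of sample wells plus 3 SD, cut at about 27% in these data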;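 also: 0% = acetylcholine EC80 with DMSO and 100% = DMSO without agonist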
Target sequence (P08173 whole entry, looked up): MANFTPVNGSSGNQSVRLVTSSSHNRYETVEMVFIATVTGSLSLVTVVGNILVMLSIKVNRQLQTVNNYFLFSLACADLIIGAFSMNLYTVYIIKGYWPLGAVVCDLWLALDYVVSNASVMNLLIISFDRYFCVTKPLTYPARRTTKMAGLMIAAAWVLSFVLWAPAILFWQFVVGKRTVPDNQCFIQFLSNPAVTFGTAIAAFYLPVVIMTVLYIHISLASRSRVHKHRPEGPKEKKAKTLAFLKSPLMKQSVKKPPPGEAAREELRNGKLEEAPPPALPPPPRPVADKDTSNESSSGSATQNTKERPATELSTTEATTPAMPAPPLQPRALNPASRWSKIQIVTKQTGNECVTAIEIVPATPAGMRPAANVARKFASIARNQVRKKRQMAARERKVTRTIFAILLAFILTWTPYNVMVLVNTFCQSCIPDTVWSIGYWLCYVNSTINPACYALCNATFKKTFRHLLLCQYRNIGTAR
M4 PAM: potentiates acetylcholine response at human M4 receptor; P08173; CHO-K1 hM4/Gqi5, Fluo-8 calcium fluorescence, ACh EC20; 0% = ACh EC20, 100% = maximal ACh; activation, % at 3 µM; 0.4% of 360,000 active; AID 624126;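 active = activation above its plate's cutoff, the mean activation of sample wells plus 3 SD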; also: some results filed as inactive read as strong as hits
M1 PAM parental: nonselective activator or artifact in parental CHO-K1 calcium assay | ATP EC20, Fluo-8 calcium fluorescence; 0% at ATP EC20, 100% at ATP max | activation, % at 3 µM | 0.02% of 360,000 active;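 active = activation above the run cutoff, the mean activation of all test compounds plus 3 SD, cut at about 40% in these data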;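 also: peak over basal fluorescence ratio in a 140 s read after ATP addition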
CHRM4 agonist: CHRM4 agonism in calcium assay | activation, % at 3 µM | P08173 | 0.14% of 360,000 active | CHO-K1 hM4/Gqi5, Fluo-8 calcium fluorescence; vehicle 0%, full acetylcholine response 100% | AID 624127;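 active = activation above the run mean over all test wells plus 3 SD, cut at about 32% in these data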;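 also: peak over basal fluorescence ratio per well then scaled between controls; 0% = DMSO wells and 100% = acetylcholine at EC100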
CHRM5 PAM: potentiates acetylcholine response at human M5 receptor; 0.3% of 360,000 active; P08912; CHO-K1 hM5, Fluo-8 calcium, ACh EC20 PAM; 0% = ACh EC20, 100% = ACh EC100; activation, % at 3 µM;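 active = activation above the run cutoff, the mean activation of all test compounds plus 3 SD, cut at about 18% in these data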
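Assay system: CHO-K1 hM5 cells / Incubation: Fluo-8 loading 80 min at 37 °C plus 30 min room temperature / Technique: Fluo-8 calcium dye fluorescence, kinetic read / Repeats: single replicate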
CHO-K1 Ca antag: nonselective inhibitor or artifact in parental CHO-K1 cells; ATP-induced calcium, Fluo-8 fluorescence; inhibition, % at 3 µM; 0.6% of 360,000 active; AID 602250;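 active = inhibition above a per-plate cutoff, the plate's mean sample inhibition plus 3 SD, cut at about 24% in these data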;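 also: 0% = DMSO plus EC80 ATP and 100% = DMSO alone without ATP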
M1 ag parental: counter-screen for M1 agonists: effect in parental CHO-K1 cells | activation, % at 3 µM | 0.48% of 360,000 active | Fluo-8 calcium fluorescence; scaled to maximal ATP response, vehicle zero | AID 602248; in the data active = activation above about 15%;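 also: untransfected CHO-K1 host cells lacking M1 receptor as counterscreen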
Numbers without * were called inactive.

Values in the order – CHRM5 PAM	M1 PAM parental	CHRM4 antagonist	M1 ag parental	M4 PAM	CHRM5 agonist	CHO-K1 Ca antag	CHRM4 agonist	M5 antag
> Cc1cc(CNC(=O)c2cccc([N+](=O)[O-])c2)c2ccccc2n1
    -4.9	4.0	-6.3	6.1	-8.0	2.4	-15.9	8.0	1.7
> COc1ccc(S(=O)(=O)N2CCN(C(=O)c3ccco3)CC2)cc1OC
    -3.4	-2.2	3.5	-0.1	-5.1	0.9	2.2	0.4	-3.6
> NC(=NC(=O)c1ccc(OCC(F)(F)F)nc1)c1ccc(Cl)cc1
    -0.6	12.7	-4.0	0.4	-3.5	0.8	-5.0	0.4	-0.1
> COc1ccc2cc3cc(C(=O)NCCN4CCN(c5ccccc5F)CC4)oc3nc2c1
    -5.3	9.0	-1.6	0.8	0.7	-9.1	0.3	3.8	4.8
> Clc1nc(CN2CCOCC2)nc2sc3c(c12)CCC3
    2.3	28.1	5.0	5.8	1.5	-1.4	-10.6	1.3	-6.7
> CN(CCNC(=O)C1CC(=O)N(C2CCCC2)C1)Cc1ccccc1 (stereo unspecified)
    0.8	17.6	-14.1	0.4	2.4	-4.5	-3.8	0.9	0.0
> Cc1cn(CC(=O)NCc2ccccc2)c(=O)[nH]c1=O
    1.7	16.7	-15.9	0.6	4.7	2.6	-22.0	1.4	-1.1
> N/C(COc1ncn(-c2ccccc2)n1)=N\S(=O)(=O)c1ccccc1
    5.3	15.0	2.9	-0.5	9.9	-0.9	-2.0	0.2	-3.1
> Cc1nccn1CC(O)COc1ccccc1 (stereo unspecified)
    1.8	18.8	4.6	0.6	-1.2	-6.3	-4.3	0.7	-0.1
> Cc1ccc(-n2nc3c(=O)n(C(C)C(=O)NCCCc4ccccc4)nc(C)c3c2C)cc1 (stereo unspecified)
    -6.5	10.4	4.5	7.4	-4.6	-4.6	-8.4	9.6	7.1
> CC(NC(=O)c1cccc(F)c1)C1CC2CCC1C2 (stereo unspecified)
    -1.1	-4.8	-3.1	-0.4	3.7	1.1	-2.3	0.1	8.5
> CCOC(=O)C1=C(C)N(c2ccccc2)C(=O)C1
    -2.0	3.0	8.1	-0.4	5.2	1.3	0.1	0.0	-8.5
> CCCCN(C)CCOc1ccccc1OCC
    4.0	13.9	0.7	1.3	-1.8	-3.9	-3.5	0.4	-5.5
> CN(C)CCCNS(=O)(=O)c1cc(Cl)c(Cl)cc1Cl
    4.4	-19.6	-3.0	-0.1	0.3	-13.8	11.1	1.0	1.8
> COC(=O)c1ccc(N(CC(=O)NCC2CCCO2)C(=O)CCC(=O)Nc2cc(C)on2)cc1 (stereo unspecified)
    3.5	13.2	-2.0	1.1	2.3	-2.2	-11.9	1.8	4.1
> Cc1cccc(NC(=O)CSc2cn[nH]n2)c1
    3.3	9.8	1.4	1.5	-5.1	-2.0	-17.1	1.0	-3.0
> OCCOCCOc1cccc2[nH]ccc12
    12.3	13.0	-16.3	0.7	11.6	0.6	-14.6	1.9	3.3
> O=C(CNC(=O)c1ccccc1)N/N=C/C=C/c1ccccc1
    -5.4	-4.5	-3.8	0.2	9.5	-2.9	8.4	1.5	5.8
> Cc1nc(NNC(=O)c2ccc(Cl)cc2Cl)cc(-c2ccccc2)n1
    1.7	7.7	-16.4	1.1	5.7	1.1	0.4	4.3	-9.7
> CCc1ccc(OCC(=O)NNC(=O)c2ccc(-n3cncn3)c([N+](=O)[O-])c2)cc1
    3.9	15.5	-4.4	1.4	3.1	-2.1	-7.5	1.0	0.9
> COC(=O)Cc1c(O)ccn(CCc2ccc(S(N)(=O)=O)cc2)c1=O
    -2.4	-9.7	-14.3	0.2	1.3	-3.4	3.5	0.6	11.7
> O=C(NCCc1ccco1)c1nn(Cc2ccccc2)c(=O)c2ccccc12
    -19.0	-7.2	4.0	-0.4	0.6	-10.6	-3.9	-1.3	2.5
> Oc1ccc(/C=N/n2cnn(Cc3ccccc3Cl)c2=S)c(O)c1
    0.8	30.6	-3.2	1.4	-6.0	0.2	-10.2	0.9	-9.2
> CCc1ccc(NC(=O)Cn2ncn3c(cc4ccccc43)c2=O)cc1
    7.3	15.7	-13.6	-0.8	4.9	-3.3	-6.5	-0.5	-12.1
> CN(Cc1ccco1)S(=O)(=O)c1ccc(CN2C(=O)c3cccnc3C2=O)s1
    -5.3	14.7	3.6	3.4	4.5	-1.1	-8.5	0.5	13.2
> Cc1ccc([C@@H]2CC=C(C(=O)O)[C@H](c3ccc(F)cc3)N2S(=O)(=O)c2ccccc2C)cc1
    -10.3	10.3	-20.1	0.1	0.7	-0.8	-11.9	1.2	18.7
> O=C(Nc1ccn(CCCN2CCN(c3ncccn3)CC2)c(=O)n1)OCc1ccccc1
    -5.3	2.7	8.1	0.2	-9.1	-2.9	3.0	1.8	-0.4
> O=C(COc1ccc(F)cc1)N1c2ccccc2CCc2ccccc21
    -6.6	17.3	0.0	2.7	-2.7	-3.7	-0.2	1.7	4.2
> Cc1ccc(NC(=O)c2ccc(CSc3ccccn3)cc2)c(O)c1
    -12.1	-11.4	-3.6	1.0	-8.6	-5.1	5.3	5.5	13.6
> COc1ccccc1C(C)N(C)Cc1nc(COc2ccccc2)no1 (stereo unspecified)
    4.2	15.5	-5.6	0.3	18.4	-0.5	-7.8	1.7	-8.7

Values in the order – CHRM5 PAM	M1 PAM parental	CHRM4 antagonist	M1 ag parental	M4 PAM	CHRM5 agonist	CHO-K1 Ca antag	CHRM4 agonist	M5 antag
> CCOc1ccc(OCCC(=O)OCC(=O)c2c(N)n(C)c(=O)n(C)c2=O)cc1
    5.1	-13.4	2.9	0.9	8.3	1.6	2.8	2.8	-1.1
> CCC(C)NC(=O)C(NS(=O)(=O)c1ccc2c(c1)c(=O)n(C)c(=O)n2C)c1ccccc1 (stereo unspecified)
    0.0	25.1	-6.6	0.1	1.6	-0.9	-2.5	0.2	-0.4
> CN(C)c1cc[n+](Cc2ccccc2)cc1
    -13.1	16.8	-9.6	0.3	-14.3	-11.5	-17.4	0.5	1.7
> COc1ccc(N=Cc2c(O)[nH]c3ccccc23)cc1OC
    -3.6	-1.3	2.7	0.9	-1.9	-4.2	9.8	2.3	3.9
> CCCNC(=O)c1cc(C)no1
    2.5	11.3	-0.5	-0.1	6.5	1.1	-21.4	0.3	-6.3
> Cc1nnc(SCC(=O)NNC(=O)COc2ccc(Cl)cc2)n1C
    12.9	5.7	-19.9	0.3	10.3	-2.6	-17.6	1.8	-14.4
> NC(=O)c1c(NC(=O)CCCC(=O)O)sc2c1CCCCCC2
    5.0	6.0	-6.1	-0.2	3.9	0.3	13.3	0.2	-1.5
> CC12CCC(=O)C=C1CCC1C2C(O)CC2(C)C(c3csc(N)n3)CCC12 (stereo unspecified)
    -11.7	1.6	4.7	1.1	-9.0	-1.2	1.4	11.8	13.2
> CCCN(CC(=O)Nc1ccccc1OC)C(=O)Cn1c(=O)oc2ccccc21
    2.6	7.8	-2.4	3.0	3.7	1.7	-9.3	2.7	-1.3
> CCCS(=O)(=O)NC(=O)C1(C)CCN(C(=O)c2cccs2)C1 (stereo unspecified)
    2.9	13.1	-9.4	0.5	3.7	0.8	-3.8	0.3	-1.8
> COc1cc(/C=N/NC(=O)c2nnn(-c3nonc3N)c2C(C)C)ccc1O
    -0.8	15.4	-13.4	5.1	-1.3	5.5	-10.3	12.1	-6.0
> Cc1cccc(CCNC(=O)c2cccc(N3CCCC3=O)c2)c1
    2.0	24.6	3.2	1.2	-3.9	-4.3	-13.4	1.0	8.2
> CCC(=O)N(Cc1ccco1)Cc1cc2cc3c(cc2[nH]c1=O)OCO3
    0.7	13.2	-0.9	0.3	7.9	0.1	-7.0	1.4	6.4
> Cc1cc(-c2csc(N)n2)c(C)n1-c1ccc(Cl)c(Cl)c1
    2.8	8.2	2.2	-0.2	4.8	0.2	-3.1	0.0	-1.2
> O=C(CSC1=NNC(c2ccccn2)S1)Nc1ccccc1 (stereo unspecified)
    -0.1	9.3	3.3	3.6	4.5	3.8	-8.7	4.5	0.8
> COc1ccc2c(c1)OC[C@H]1[C@H]2N2C(=O)[C@H](C)NC(=O)[C@@]2(C)[C@H]1c1ccccc1
    -3.8	3.9	-9.3	1.6	0.7	-0.3	-3.1	2.6	12.3
> Cc1ccc(S(=O)(=O)NC(=O)C2(C)CCN2C(=O)CC2CCCC2)cc1 (stereo unspecified)
    6.5	22.5	-6.8	0.1	9.2	0.7	-12.3	0.2	-5.9
> Cc1ccc(CN2CCC(n3nccc3NC(=O)c3ccc4c(c3)OCO4)CC2)o1
    -7.2	-0.2	-15.8	0.0	7.2	-4.7	-7.9	1.5	21.3
> CCOC(=O)N1CCN(c2c(NCCCN(CC)c3cccc(C)c3)c(=O)c2=O)CC1
    6.3	22.7	2.0	0.3	7.3	0.0	-8.9	-0.1	-7.0
> COc1cccc(CC(NC(C)=O)C(=O)NC2CCN(S(=O)(=O)c3ccc4ccccc4c3)CC2)c1 (stereo unspecified)
    -11.0	-18.3	-15.4	-1.0	-1.6	-2.1	14.2	0.3	0.2
> CC1CCc2c(sc3ncnc(NCCN4CCOCC4)c23)C1 (stereo unspecified)
    -0.8	25.8	-0.1	-0.1	-3.1	-1.1	-2.2	0.3	0.4
> CC1(C(=O)NS(=O)(=O)c2ccc(F)cc2F)CCN1C(=O)c1ccccc1 (stereo unspecified)
    -2.2	11.5	-11.2	-0.1	0.2	-0.7	-16.0	0.9	0.1
> Cn1cc(-c2cc(C(=O)O)on2)cn1
    1.5	14.0	4.7	-0.3	0.5	-3.3	-4.0	0.2	8.1
> CCCNS(=O)(=O)c1ccc(CCC(=O)NCCc2ccc(OC)c(OC)c2)cc1
    6.6	-3.8	-0.7	-0.1	-4.6	-0.1	4.3	1.3	-6.1
> Cc1c(NC(=O)c2cc(-c3cccc(Cl)c3)on2)c(=O)n(-c2ccccc2)n1C
    3.0	3.0	-3.3	-0.8	-1.8	-1.1	5.2	-0.4	-8.8
> COc1ccccc1NC(=S)NC1CCCCC1
    -1.1	5.9	5.0	-0.3	-4.4	0.0	12.1	0.1	-2.9
> CCN(CC)C(=O)C1=C(C)N(Cc2ccc(F)cc2)C(=O)C(CC(=O)NCc2ccco2)C1 (stereo unspecified)
    -3.3	16.8	-22.5	0.2	4.2	-2.1	-6.6	-0.6	-8.5
> CC(Sc1cnccn1)C(=O)O (stereo unspecified)
    -15.0	9.8	6.9	5.5	-9.2	-1.5	-4.0	21.8	31.5*
> Cc1ccc2c(c1)N(CC(=O)Nc1ccccc1F)C(=O)CO2
    -0.3	24.9	-1.8	7.3	-1.8	-2.1	-19.1	1.1	5.8

Rows were taken by chance. About 2.7% of those tested had a hit in this group.
